12-LOX inh – blocks human arachidonate 12S-lipoxygenase | P18054 | purified 12hLO, xylenol orange hydroperoxide absorbance | Potency, µM (doses to about 108 µM), inactives show at the top dose activity change, negative = inhibition, actives largely listed as inhibitors | hit rate 1.1% among 580,000
Target sequence (P18054 whole entry, looked up): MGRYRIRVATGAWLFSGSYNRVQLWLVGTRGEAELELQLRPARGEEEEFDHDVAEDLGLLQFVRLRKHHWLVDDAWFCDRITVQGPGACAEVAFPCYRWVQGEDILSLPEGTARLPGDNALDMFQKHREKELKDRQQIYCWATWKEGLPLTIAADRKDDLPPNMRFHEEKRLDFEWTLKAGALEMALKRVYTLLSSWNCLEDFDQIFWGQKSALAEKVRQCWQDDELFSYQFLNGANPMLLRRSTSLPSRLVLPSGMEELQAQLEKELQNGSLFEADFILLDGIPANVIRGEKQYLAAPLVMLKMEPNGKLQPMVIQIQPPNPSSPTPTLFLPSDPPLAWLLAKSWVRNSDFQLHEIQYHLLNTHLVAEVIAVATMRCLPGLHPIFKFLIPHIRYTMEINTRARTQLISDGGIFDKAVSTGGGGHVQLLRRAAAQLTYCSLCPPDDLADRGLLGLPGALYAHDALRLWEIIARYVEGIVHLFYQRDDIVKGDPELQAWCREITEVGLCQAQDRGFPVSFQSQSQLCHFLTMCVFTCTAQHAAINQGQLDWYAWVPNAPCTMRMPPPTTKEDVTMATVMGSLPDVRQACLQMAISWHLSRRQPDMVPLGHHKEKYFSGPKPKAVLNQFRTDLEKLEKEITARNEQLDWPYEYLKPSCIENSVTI
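Purified human 12hLO at 150 nM in 25 mM Hepes, 0.01% Triton X-100, pH 7.0, preincubated 15 min at room temperature with compound. Reaction started with 40 uM arachidonic acid, 30 min at room temperature. Hydroperoxide measured by Fe-xylenol orange, 573/405 nm absorbance ratio.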
GLS inhibitor – glutaminase GLS (human) inhibition; O94925; GLS enzymatic activity, qHTS titration; Potency, µM (highest dose often 45.5 µM), without a hit: at the top dose activity change, negative = inhibition, most hits filed as inhibitors; hit rate 0.21% among 410,000
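Coupled fluorescence readout: glutamate oxidase/HRP/Amplex Red detect glutamate formed by hKGA from L-glutamine (1 mM solution added). Buffer 45 mM KH2PO4 pH 8.2, 0.02% Tween-20; reads at t0 and 30 min RT.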
Numbers without * were called inactive; [ ] = dose if it differs, or a comment. The call rests on the fitted dose curve; in most records, active means well fitted inhibition curve with a large enough effect; inconclusive means small, poorly fitted or top-dose-only effect, or another doubt; inactive means no such curve, though single readings can be large or run the other way. On the % scale 0 is the no-effect control and ±100 the full control effect; potency means the concentration at half of the fitted maximal effect.

What do the screens show for `NC(Cc1ccccc1)c1csc(Nc2ccc(C(=O)NCCCO)cn2)n1` (stereo not drawn)?
12-LOX inh: 20%; GLS inhibitor: 22%

How did CN(C)c1ccc(-c2csc(C(O)c3ccccc3)n2)cc1 (stereo not drawn) do in these assays?
12-LOX inh: inconclusive; GLS inhibitor: 4%

Results for COc1ccc([C@H]2CC(=O)C[C@@H](CCn3cc(-c4nccn4C)nn3)O2)cc1 ?
12-LOX inh: -1%; GLS inhibitor: 0%

What do the screens show for `CCc1nc2ccc(C(=O)Nc3ccc(C(N)=O)cc3)cn2c1N(C)CCC(C)C`?
12-LOX inh: inconclusive; GLS inhibitor: 0%

Results for CN(C)C(=O)CNc1ccn2nc(-c3cccc(Cl)c3)cc2n1 ?
12-LOX inh: 2%; GLS inhibitor: 4%

How did CC[C@H](C)[C@@H](N)C(=O)NC[C@H]1O[C@@H](n2cnc3c(=O)[nH]c(N)nc32)[C@H](O)[C@@H]1O do in these assays?
12-LOX inh: -3%; GLS inhibitor: 9%

Results for CCCCC(=O)N(C)c1c(CC)nc2c(OCC3CCCCC3)cccn12 ?
12-LOX inh: 0%; GLS inhibitor: 3%

What do the screens show for `COc1ccc(NC(=O)C2Cc3c(-c4cccc(C(C)=O)c4)ccnc3O2)cc1` (stereo not drawn)?
12-LOX inh: -2%; GLS inhibitor: -1%

How did NC(c1csc(Nc2ccc(C(=O)NCCO)cc2)n1)C1CCCCC1 (stereo not drawn) do in these assays?
12-LOX inh: 21%; GLS inhibitor: 26%

Results for CC1(C(=O)NCc2ccccc2Br)CCN1C(=O)CCc1ccc(Cl)cc1Cl (stereo not drawn) ?
12-LOX inh: inconclusive; GLS inhibitor: -12%

How did COc1ccc(OC)c(CN2C(=O)c3ccccc3C2c2nnnn2C2CCCC2)c1 (stereo not drawn) do in these assays?
12-LOX inh: -8%; GLS inhibitor: -4%

How did COc1ccccc1N(C)c1cc2c(c3c1ccn3C)C1CCC2O1 (stereo not drawn) do in these assays?
12-LOX inh: -29%; GLS inhibitor: 0%

Results for Cc1c(C(=O)NCc2cccc(C(F)(F)F)c2)sc(=O)n1Cc1ccc(F)cc1 ?
12-LOX inh: -1%; GLS inhibitor: -11%

What do the screens show for `Cc1cc(C(O)c2ncc(-c3ccc(Oc4ccccc4)cc3)[nH]2)ccc1F` (stereo not drawn)?
12-LOX inh: -4%; GLS inhibitor: -8%

How did O=C(Nc1ccc2c(c1)OCO2)c1ccc2sc([C@@H]3O[C@H](CO)[C@H](O)[C@H](O)[C@H]3O)nc2c1 do in these assays?
12-LOX inh: -9%; GLS inhibitor: -8%

How did CCCC(C)(C)C(=O)N1CCC1(C)C(=O)Nc1cccc2ccccc12 (stereo not drawn) do in these assays?
12-LOX inh: -2%; GLS inhibitor: 1%

How did COC(=O)[C@@]1(Cc2ccc(OC)cc2)[C@H]2c3cc(C(=O)N4CCCC4)n(Cc4ccccn4)c3C[C@H]2CN1C(=O)c1ccccc1 do in these assays?
12-LOX inh: -8%; GLS inhibitor: 3%

How did COc1ccc(-c2oc3c(c2-c2cnc(OC)nc2)C(O)CC3)cc1 (stereo not drawn) do in these assays?
12-LOX inh: inconclusive; GLS inhibitor: -19%

What do the screens show for `O=C(/C=C/[C@H]1O[C@@H](n2ccc(=O)[nH]c2=O)[C@H](O)[C@@H]1O)NCc1cccs1`?
12-LOX inh: 0%; GLS inhibitor: -2%

Results for O=C(NCc1cccc(Cl)c1)C1Cc2c(-c3ccc(Cl)cc3)ccnc2O1 (stereo not drawn) ?
12-LOX inh: inconclusive; GLS inhibitor: 0%

How did COC(=O)[C@]12CCCCC=C1N(Cc1ccc(Cl)cc1Cl)C(=O)[C@H](CC(=O)NCc1cccc(C(F)(F)F)c1)C2 do in these assays?
12-LOX inh: -5%; GLS inhibitor: -7%

What do the screens show for `CC[C@H](C)[C@@H](CO)NC(=O)[C@H]1O[C@@H](n2ccc(=O)[nH]c2=O)[C@H](O)[C@@H]1O`?
12-LOX inh: -16%; GLS inhibitor: 0%

Results for Cc1ccc(C(=O)N2c3ccccc3Sc3ccccc32)cc1 ?
12-LOX inh: 0%; GLS inhibitor: -19%

What do the screens show for `COc1cccc(-c2cc3nc(NCc4ccc(C)cc4C)n(C)c(=O)c3s2)c1`?
12-LOX inh: inconclusive; GLS inhibitor: -11%

How did COc1cc(C(O)c2nc(-c3csc4ccccc34)cs2)ccc1F (stereo not drawn) do in these assays?
12-LOX inh: -15%; GLS inhibitor: 3%

Results for COc1ccccc1CC1(C)C(=O)Nc2ccc(S(=O)(=O)NC3CCCCC3)cc21 (stereo not drawn) ?
12-LOX inh: 0%; GLS inhibitor: 4%

Results for O=C(NCc1ccncc1)[C@@H]1CCCN1C(=O)[C@@H]1CCCN1C(=O)c1c(F)cccc1F ?
12-LOX inh: inconclusive; GLS inhibitor: -7%

How did COc1ccc(-c2csc(C(C)(O)c3cccnc3)n2)cn1 (stereo not drawn) do in these assays?
12-LOX inh: 4%; GLS inhibitor: -5%

Results for Cc1ccc(S(=O)(=O)N2C[C@H]3C(=O)C[C@@H](c4ccccc4)N(S(=O)(=O)c4ccc(Br)cc4)[C@H]3C[C@H]2c2ccccc2)cc1 ?
12-LOX inh: 4%; GLS inhibitor: -17%

How did COc1cccc(NC(=O)C2(C)CCN2C(=O)CC2CCCC2)c1 (stereo not drawn) do in these assays?
12-LOX inh: -13%; GLS inhibitor: 2%

Results for CC(C)(C)NC(=O)C1c2ccccc2OCC(=O)N1Cc1ccccn1 (stereo not drawn) ?
12-LOX inh: 4%; GLS inhibitor: -2%

How did COc1ccc(-n2nnnc2C(CCSC)N2CCN(C/C=C/c3ccccc3)CC2)cc1 (stereo not drawn) do in these assays?
12-LOX inh: 1%; GLS inhibitor: 4%

How did CCN(CC)c1ccc2cc(C(=O)c3cccs3)c(=O)oc2c1 do in these assays?
12-LOX inh: inconclusive; GLS inhibitor: -4%

Results for CCCS(=O)(=O)NC(=O)C1(C)CCCN(C(=O)c2ccccc2OC)C1 (stereo not drawn) ?
12-LOX inh: -11%; GLS inhibitor: 1%

How did CC(=O)c1ccc(Nc2nc(C(N)C(C)C)cs2)cc1 (stereo not drawn) do in these assays?
12-LOX inh: 16%; GLS inhibitor: 19%

How did CCCNC(=O)C1(C)CCN(Cc2ccc(Oc3ccccc3)cc2)C1 (stereo not drawn) do in these assays?
12-LOX inh: -22%; GLS inhibitor: 21%

What do the screens show for `CCC(C(=O)NC(=O)NC(C)=O)c1ccccc1` (stereo not drawn)?
12-LOX inh: -10%[22.9 µM]; GLS inhibitor: -4%

What do the screens show for `Cc1cccc(S(=O)(=O)NC(=O)C2(C)CCN2C(=O)Cc2ccsc2)c1` (stereo not drawn)?
12-LOX inh: inconclusive; GLS inhibitor: -2%

Results for COc1ccc(-c2c(-c3ccsc3)oc3c2C(O)CCC3)cn1 (stereo not drawn) ?
12-LOX inh: inconclusive; GLS inhibitor: 9%

Results for c1ccc(COc2ccc(-c3cc4nc(NCCOc5ccccc5)ccn4n3)cc2)cc1 ?
12-LOX inh: 3%; GLS inhibitor: 0%

How did Cc1c(Br)cccc1NC(=O)C1(C)CCN1CCc1ccccc1 (stereo not drawn) do in these assays?
12-LOX inh: -1%; GLS inhibitor: -2%

Results for Cc1c(C(=O)NCc2ccc3c(c2)OCCO3)sc(=O)n1Cc1ccccc1C#N ?
12-LOX inh: 1%; GLS inhibitor: 4%

Results for CNC[C@@H]1Oc2cc(Br)ccc2S(=O)(=O)N([C@H](C)CO)C[C@@H]1C ?
12-LOX inh: -1%; GLS inhibitor: 8%

Results for Cc1ccc(CN2CC(N3CCCC3)CS2(=O)=O)cc1 (stereo not drawn) ?
12-LOX inh: 14%; GLS inhibitor: 4%

What do the screens show for `O=C(Nc1ccc(F)c(Cl)c1)C1Cc2c(-c3cccc(F)c3)ccnc2O1` (stereo not drawn)?
12-LOX inh: -14%; GLS inhibitor: -1%

Results for COc1ccc(C(N)c2csc(Nc3ccc(C(=O)NCCCO)cn3)n2)cc1 (stereo not drawn) ?
12-LOX inh: -5%; GLS inhibitor: 13%

How did CCCOc1ccc(F)cc1-c1cc(C(=O)NCc2cccs2)[nH]n1 do in these assays?
12-LOX inh: 2%; GLS inhibitor: -9%

What do the screens show for `NS(=O)(=O)c1ccc(CCNc2nn3c(-c4cccc(OC(F)(F)F)c4)cnc3s2)cc1`?
12-LOX inh: 1%; GLS inhibitor: -7%

What do the screens show for `Cc1nc(C(F)(F)F)ccc1C(=O)N1CCC(C)(C(=O)NS(=O)(=O)C2CC2)C1` (stereo not drawn)?
12-LOX inh: -3%; GLS inhibitor: 0%

What do the screens show for `CC1(C(=O)NS(=O)(=O)c2ccc3ccccc3c2)CCN1C(=O)Cc1ccc(-c2ccccc2)cc1` (stereo not drawn)?
12-LOX inh: inconclusive; GLS inhibitor: 22%

What do the screens show for `COc1ccc(S(=O)(=O)NC(=O)C2(C)CCN2C(=O)CC2CC2)cc1` (stereo not drawn)?
12-LOX inh: -12%; GLS inhibitor: 5%

What do the screens show for `COc1cccc(OCc2ccc(Cn3nc(NC(=O)NCCc4ccc(OC)c(OC)c4)c4ccccc43)cc2)c1`?
12-LOX inh: 5%; GLS inhibitor: 0%

How did COc1cccc(C(C)(O)c2nc(/C=C/c3ccccc3)cs2)c1 (stereo not drawn) do in these assays?
12-LOX inh: -21%; GLS inhibitor: 9%

What do the screens show for `COc1cccc(C(C)(O)c2nc(-c3ccc4ccccc4c3)cs2)c1` (stereo not drawn)?
12-LOX inh: -5%; GLS inhibitor: -13%

What do the screens show for `O=S1(=O)CC(N2CCCCC2)CN1C1CCCCC1` (stereo not drawn)?
12-LOX inh: 0%; GLS inhibitor: -9%

Results for CC(C)=CCC[C@H](C)C[C@@H]1Cc2[nH][nH]c(=O)c2[C@H](c2ccc(F)cc2)O1 ?
12-LOX inh: inconclusive; GLS inhibitor: -11%

What do the screens show for `Cc1cccc(C)c1-n1nnnc1C(c1ccccc1OC(F)(F)F)N1CCN(C/C=C/c2ccccc2)CC1` (stereo not drawn)?
12-LOX inh: -6%; GLS inhibitor: 8%

Results for CC1(C(=O)NS(=O)(=O)c2ccc(C#N)cc2)CCN1C(=O)CC1CC1 (stereo not drawn) ?
12-LOX inh: 3%; GLS inhibitor: 6%

Results for Cc1c(C(=O)NCC2CC2)sc(=O)n1Cc1cccc(F)c1 ?
12-LOX inh: -1%; GLS inhibitor: -3%

Results for Cn1ccc2c(-c3ccc(F)cc3F)cc3c(c21)C1CCC3C1 (stereo not drawn) ?
12-LOX inh: -23%; GLS inhibitor: -10%

The list goes on, starting with the last four of the part before.
What do the screens show for `Cc1cccc(C)c1-n1nnnc1C(c1ccccc1OC(F)(F)F)N1CCN(C/C=C/c2ccccc2)CC1` (stereo not drawn)?
12-LOX inh: -6%; GLS inhibitor: 8%

Results for CC1(C(=O)NS(=O)(=O)c2ccc(C#N)cc2)CCN1C(=O)CC1CC1 (stereo not drawn) ?
12-LOX inh: 3%; GLS inhibitor: 6%

Results for Cc1c(C(=O)NCC2CC2)sc(=O)n1Cc1cccc(F)c1 ?
12-LOX inh: -1%; GLS inhibitor: -3%

Results for Cn1ccc2c(-c3ccc(F)cc3F)cc3c(c21)C1CCC3C1 (stereo not drawn) ?
12-LOX inh: -23%; GLS inhibitor: -10%

Results for C=CCNc1nc2cc(-c3ccccc3C)sc2c(=O)n1C ?
12-LOX inh: -13%; GLS inhibitor: 2%

Results for COc1ccc(CNC(=O)c2cn(Cc3ccc(S(=O)(=O)N(C)C)cc3)c(=O)s2)cc1 ?
12-LOX inh: -28%; GLS inhibitor: 5%

How did Cc1ccc(CNC(=O)CC[C@H]2O[C@@H](n3cc(C)c(=O)[nH]c3=O)C[C@@H]2O)o1 do in these assays?
12-LOX inh: 8%; GLS inhibitor: 0%

How did COc1ccc(OC)c(NC(=O)C2(C)CCN2CCc2ccccc2)c1 (stereo not drawn) do in these assays?
12-LOX inh: 10%; GLS inhibitor: 6%

Results for NC(c1csc(NC(=O)Nc2cccc(C(F)(F)F)c2)n1)C1CCCCC1 (stereo not drawn) ?
12-LOX inh: inconclusive; GLS inhibitor: 7%

What do the screens show for `CC1CC(C)CN(C(C(=O)NC2CCCCC2)c2cc3ccccc3o2)C1` (stereo not drawn)?
12-LOX inh: inconclusive; GLS inhibitor: -1%

3 entries already listed, sorted by molar mass, largest number first.
Results for COc1ccc(CNC(=O)c2cn(Cc3ccc(S(=O)(=O)N(C)C)cc3)c(=O)s2)cc1 ?
12-LOX inh: -28%; GLS inhibitor: 5%

Results for NC(c1csc(NC(=O)Nc2cccc(C(F)(F)F)c2)n1)C1CCCCC1 (stereo not drawn) ?
12-LOX inh: inconclusive; GLS inhibitor: 7%

Results for C=CCNc1nc2cc(-c3ccccc3C)sc2c(=O)n1C ?
12-LOX inh: -13%; GLS inhibitor: 2%

A portion taken from the entries so far, for reference:
How did COc1ccc(OC)c(NC(=O)C2(C)CCN2CCc2ccccc2)c1 (stereo not drawn) do in these assays?
12-LOX inh: 10%; GLS inhibitor: 6%

Results for NC(c1csc(NC(=O)Nc2cccc(C(F)(F)F)c2)n1)C1CCCCC1 (stereo not drawn) ?
12-LOX inh: inconclusive; GLS inhibitor: 7%

What do the screens show for `CC1CC(C)CN(C(C(=O)NC2CCCCC2)c2cc3ccccc3o2)C1` (stereo not drawn)?
12-LOX inh: inconclusive; GLS inhibitor: -1%

Compound activity: PubChem BioAssay, National Center for Advancing Translational Sciences (NCATS)

An excerpt (hit frequency here may not be typical).
